High-throughput results: PubChem BioAssay, National Center for Advancing Translational Sciences (NCATS)
TexasRed fluor = Total Fluorescence Counterscreen for Inhibitors of the Interaction of Thyroid Hormone Receptor and Steroid Receptor Coregulator 2 | 0.29% of 280,000 active | Potency, µM (series often up to 106 µM), inactives show at the top dose fluorescence change, negative = quenching | AID 1479, 2009 | TRb/SRC2 Texas Red total fluorescence interference; active means well fitted curve in either direction with a large enough effect; inconclusive means small, poorly fitted or top-dose-only effect; further: on the % scale 0 is the no-effect control and ±100 the full control effect
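Flags fluorescent or light-absorbing compounds by total fluorescence, S + 2P, at 555 nm excitation and 632 nm emission. Mixture: 20 nM Texas Red SRC2 peptide, 0.6 uM human TRb LBD, 1 uM T3, 5% DMSO; compound exposure 5 h at ambient temperature.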
Tau FP inhib = qHTS for Inhibitors of Tau Fibril Formation, Fluorescence Polarization. Microtubule-associated protein tau (Homo sapiens), P10636. K18 P301L tau heparin fibrillization, Alexa594 FP, 6 h. Potency, µM (highest dose often 57.7 µM), without a hit: at the top dose activity, negative = inhibition, usual class: inhibitors. 0.39% of 280,000 active; further: on the % scale 0 is the no-effect control and ±100 the full control effect; nearly all actives have a fitted effect of over 55% in size
Target sequence (P10636 561-689 P618L limits assumed): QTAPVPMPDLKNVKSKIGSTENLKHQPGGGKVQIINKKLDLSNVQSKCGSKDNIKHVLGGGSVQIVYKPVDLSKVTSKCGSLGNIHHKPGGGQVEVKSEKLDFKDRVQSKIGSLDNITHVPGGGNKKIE
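Read-out: fluorescence polarization of Alexa 594-labeled tau (0.24 uM), 555 nm excitation, 632 nm emission. Mixtures held 15 uM unlabeled K18 P301L, compound and 20 uM heparin, pH 7 acetate buffer, incubated 6 hr at 37 C.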
Tau fluor cs = Counterscreen qHTS for Inhibitors of Tau Fibril Formation, Fluorescence Polarization; Potency, µM (top dose mostly 57.7 µM), for inactives: at the highest dose activity change, negative = decrease; 0.93% of 280,000 active; tau K18 P301L Alexa594 fluorescence, heparin fibrillization; AID 1463, 2008; further: on the % scale 0 is the no-effect control and ±100 the full control effect; nearly all actives have a fitted effect of over 55% in size
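Human tau K18 P301L (15 uM unlabeled, 0.24 uM Alexa 594-labeled) in 100 mM sodium acetate pH 7 with 20 uM heparin, 6 hr at 37 C. ThT 30 uM added, 1 hr ambient; Alexa 594 FP and total fluorescence read at 555/632 nm.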
L3MBTL1 inh = qHTS Assay for the Inhibitors of L3MBTL1. Lethal(3)malignant brain tumor-like protein 1 (Homo sapiens), Q9Y468. AlphaScreen L3MBTL1–H3K9me1 peptide binding. Potency, µM (series often up to 57.1 µM), for the others: top-dose activity, negative = inhibition, actives largely listed as inhibitors. 0.66% of 230,000 active. AID 485360, 2010; further: on the % scale 0 is the no-effect control and ±100 the full control effect; nearly all actives have a fitted effect of over 60% in size
Target sequence (Q9Y468 whole entry, looked up): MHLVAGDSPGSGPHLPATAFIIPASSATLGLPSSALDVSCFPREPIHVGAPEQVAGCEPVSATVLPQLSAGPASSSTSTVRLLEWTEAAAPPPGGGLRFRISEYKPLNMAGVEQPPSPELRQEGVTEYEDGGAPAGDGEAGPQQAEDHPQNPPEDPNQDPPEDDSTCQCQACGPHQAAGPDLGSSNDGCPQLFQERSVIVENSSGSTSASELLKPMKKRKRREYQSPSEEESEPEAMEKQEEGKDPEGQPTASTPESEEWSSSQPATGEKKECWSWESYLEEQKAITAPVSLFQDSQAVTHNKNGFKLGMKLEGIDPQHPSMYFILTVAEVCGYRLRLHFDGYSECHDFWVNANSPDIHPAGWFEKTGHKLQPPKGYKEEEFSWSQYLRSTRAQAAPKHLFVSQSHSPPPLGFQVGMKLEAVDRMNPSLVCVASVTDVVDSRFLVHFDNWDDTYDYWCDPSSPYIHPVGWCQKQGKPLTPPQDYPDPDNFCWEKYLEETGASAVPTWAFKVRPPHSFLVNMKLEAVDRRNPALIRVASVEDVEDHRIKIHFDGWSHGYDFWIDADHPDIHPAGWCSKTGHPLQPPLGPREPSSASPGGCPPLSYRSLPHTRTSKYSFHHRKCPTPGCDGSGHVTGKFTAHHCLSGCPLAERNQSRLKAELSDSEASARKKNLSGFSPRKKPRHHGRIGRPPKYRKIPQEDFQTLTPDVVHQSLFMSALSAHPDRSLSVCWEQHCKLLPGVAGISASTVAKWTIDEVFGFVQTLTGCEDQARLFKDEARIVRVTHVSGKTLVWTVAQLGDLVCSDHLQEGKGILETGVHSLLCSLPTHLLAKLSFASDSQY
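L3MBTL1 50 nM + b-AHA-H3(1-15)K9me1 75 nM, 30 min RT; compound added, 30 min RT; streptavidin donor/Ni-chelate acceptor beads 10 ug/mL each final, 30 min RT dark; AlphaScreen read.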
TRb SRC2 PPI = qHTS for Inhibitors of the Interaction of Thyroid Hormone Receptor and Steroid Receptor Coregulator 2. TRbeta-SRC2 peptide binding, fluorescence polarization; receptor liganded with 1 µM T3. 0.065% of 280,000 active. Potency, µM (titrated, usually from 106 µM), inactives show top-dose activity change, negative = inhibition, actives largely listed as inhibitors. Thyroid hormone receptor beta (Homo sapiens), P10828;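 further: plate controls were bound peptide for no effect and peptide without receptor for full effect; nearly all actives have a fitted effect of over 50% in size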
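A fluorescence polarization screen tested compounds at multiple concentrations against complex formation between 0.6 uM TRb ligand-binding domain and 20 nM Texas Red SRC2 peptide, with 1 uM T3 present; readout after 5 hr.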
RECQ1 inh = qHTS Assay for Inhibitors of RecQ-Like Dna Helicase 1 (RECQ1) | ATP-dependent DNA helicase Q1 (Homo sapiens), P46063 | RECQ1 DNA unwinding, red fluorescence kinetic read | Potency, µM (titrated, usually from 57.3 µM), without a hit: at the highest dose activity, negative = inhibition, most hits filed as inhibitors | 0.54% of 240,000 active;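 further: plate controls were vehicle for no effect and no enzyme for full effect; nearly all actives have a fitted effect of over 30% in size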
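RECQ1T1 50 nM; forked duplex (20 bp + 30-nt ss tails) 200 nM, ATP 2 mM final; pH 8.0, 2 mM MgCl2, 2.5 ug/ml poly(dI-dC); 15 min compound preincubation; discontinuous kinetic read over 2 h at RT.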
HTT cytoprotect = qHTS Multiplex Assay to Identify Dual Action Probes in a Cell Model of Huntington: Cytoprotection (ATP); PC12 HTT-Q103 induced, cytoprotection, ATP luminescence, 40 h; Potency, µM (titrated, usually from 56.4 µM), for the others: cytoprotection (ATP increase), usual class: activators; 0.14% of 230,000 active; AID 1471, 2008;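 further: % of control where 0% means no effect; nearly all actives have a fitted effect of over 45% in size; toxic huntingtin expression switched on by the ecdysone agonist tebufenozide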
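Huntington model: PC12 line, ecdysone-inducible HTTQ103 exon1–GFP, tebufenozide 100 nM. Test articles in a dose series. Endpoint luminescence from cellular ATP.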
Tau fibril ThT = qHTS for Inhibitors of Tau Fibril Formation, Thioflavin T Binding | Microtubule-associated protein tau (Homo sapiens), P10636 | recombinant tau K18 P301L, heparin-induced fibrillization, ThT fluorescence | Potency, µM (top dose mostly 57.4 µM), inactives show at the highest dose activity, negative = inhibition, hits mostly inhibitors | 2.1% of 270,000 active; further: on the % scale 0 is the no-effect control and ±100 the full control effect; nearly all actives have a fitted effect of over 55% in size
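ThT emission at 510 nm, taken 1 hr after adding 30 uM dye, quantifies aggregates formed when 20 uM heparin acts on human tau K18 P301L for 6 hr at 37 C.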
The depositor's hits bear a star; i = inactive; ? = inconclusive; nt = no result given; [ ] = remark or other dose. Unless noted, the call rests on the fitted dose curve; in most records, active means well fitted curve in the direction sought with a large enough effect; inconclusive means small, poorly fitted or top-dose-only effect, or another doubt; inactive means no such curve, though single readings can be large; an effect the other way counts as inactive or inconclusive. Potency means the concentration at half of the fitted maximal effect. Not all compounds are listed; count on the stated rates, not on these rows.

SMILES	TexasRed fluor	Tau FP inhib	Tau fluor cs	L3MBTL1 inh	TRb SRC2 PPI	RECQ1 inh	HTT cytoprotect	Tau fibril ThT
COCCCNc1nc2ccccc2nc1NS(=O)(=O)c1ccc(C)c(C)c1	-0.7%	3.9%	-14.9%	10.9%	1.8%	-0.9%	2.7%[10 µM]	-5.5%
O=C(NC(=S)NCC1CCCO1)c1ccccc1F (centres undefined)	-3.6%	-11.8%	-0.2%	-3.6%[11.4 µM]	4.8%	i	-20.2%	4.7%
COc1ccc(CC(=O)N(Cc2nc(-c3ccc(C)cc3)no2)C(C)C)cc1	-2.9%	-7.4%	-24.9%	nt	-0.9%	nt	nt	?
O=C(Nc1ccccc1)N(CCN1CCOCC1)Cc1cccc(Cl)c1	-2.2%	-8.0%	-8.3%	8.2%	0.7%	-3.9%	-7.5%[0.074 µM]	-5.7%
CC(NC(=O)c1ccc(N(C)C)cc1)C1CC2CCC1C2 (centres undefined)	-0.6%	4.1%	0.7%	nt	7.3%	-1.4%	1.9%	10.4%
Cc1cc(=O)[nH]c(-n2[nH]c(C)cc2=O)n1	1.1%	-8.4%	-6.4%	-3.6%	-3.1%	-6.0%	-0.2%	-12.1%
O=S(=O)(NCCS(=O)(=O)N1CCN(c2ccccc2)CC1)c1ccc(Br)cc1	-7.3%	-9.4%	-9.7%	nt	-6.0%	nt	nt	3.0%
COCCNC(=S)N(C)C1(c2ccccc2Cl)CCCCC1=O (centres undefined)	0.6%	-1.8%	5.7%	-2.4%	-10.5%	-8.0%	0.5%	5.2%
O=C(Nc1c(F)c(F)c(F)c(F)c1F)C1CCCCC1	-6.0%	-3.7%	4.9%	7.3%	6.2%	i	-4.6%	9.8%
Cc1ccc(C(=O)OCC(=O)Nc2ccc(N(C)C)cc2)cc1NC(=O)c1ccco1	-4.2%	?	-26.7%	nt	-5.2%	26.6%	-8.8%	?
O=C(CCCN1C(=O)/C(=C/c2cccc(Br)c2)SC1=S)Nc1ccccn1	-3.8%	9.9%	?	-9.7%	-0.8%	-0.8%	10.9%[10 µM]	?
COc1cccc(-c2nnc(-c3cc4cc(Cl)ccc4oc3=O)o2)c1	4.2%	-7.6%	-9.0%	nt	-9.8%	nt	nt	-17.4%
COc1cc2c(cc1NS(=O)(=O)c1cccc(C#N)c1)n(C)c(=O)n2C	-1.0%	-10.1%	-8.3%	nt	6.8%	nt	nt	?
CC(=O)Nc1ccc(S(=O)(=O)N2CCC(c3nnnn3-c3ccccc3)CC2)cc1	0.5%	-16.1%	-15.0%	nt	3.3%	nt	nt	7.7%
CCN1CCN(Cc2ccc(NC(=O)Nc3ccccc3)cc2)CC1	-2.2%	9.3%	-2.7%	12.7%	-1.5%	11.1%	-12.5%[10 µM]	3.2%
COC(=O)C1(Cc2ccccc2)NC(c2ccc(F)cc2)C2C(=O)N(C)C(=O)C21 (centres undefined)	-2.3%	1.0%	-2.7%	5.5%[11.4 µM]	-7.4%	5.8%	23.3%[10 µM]	4.6%
CN(C)/N=C/c1cc([N+](=O)[O-])ccc1O	-2.9%	0.3%	-3.6%	-3.8%	4.4%	i	-18.4%	-9.9%
COC(=O)COc1ccc(S(=O)(=O)N2CCN(c3ccc(F)cc3)CC2)cc1	-0.2%	?	-23.4%	nt	-9.6%	-13.8%	-9.7%	-13.0%
O=C(COC(=O)c1cccnc1Cl)NCc1cccs1	0.7%	-0.1%	2.1%	23.1%	5.2%	-3.3%	-18.5%[10 µM]	-3.6%
O=C(c1ccccc1)N1CCC(=O)N1c1ccccc1	-0.8%	12.1%	-11.7%	1.8%	-11.4%	-14.7%	14.4%[10 µM]	-7.0%
Cc1cc(C)c(C#N)c(SC(C(=O)NC(C)(C)C)c2ccccc2)n1 (centres undefined)	1.1%	-2.2%	-15.8%	1.2%	0.6%	-14.8%	-0.1%[10 µM]	-3.3%
COc1ccc(-c2csc(Nc3ccc(S(=O)(=O)Nc4cc(C)on4)cc3)n2)cc1	-5.8%	13.6%	?	-15.1%	11.5%	-3.0%	nt	?
O=C(c1ccccc1)c1cnc(Nc2ccccc2Cl)s1	-6.7%	-4.6%	?	13.1%	0.3%	-3.4%	-61.0%[inhibitor]	?
CC1(C)OCC(COC(=O)Nc2cccnc2)([N+](=O)[O-])CO1	0.0%	9.9%	7.8%	0.0%	3.1%	-6.2%	7.1%	4.3%
Cc1ccc(NC(=O)CCNC(=O)c2ccc([N+](=O)[O-])cc2)cc1S(=O)(=O)N(C)C	-2.6%	-0.4%	-15.2%	5.5%	-10.1%	-4.4%	-7.9%	-10.9%

3 compounds out of the list, sorted by SMILES length, rising.
SMILES	TexasRed fluor	Tau FP inhib	Tau fluor cs	L3MBTL1 inh	TRb SRC2 PPI	RECQ1 inh	HTT cytoprotect	Tau fibril ThT
O=C(c1ccccc1)N1CCC(=O)N1c1ccccc1	-0.8%	12.1%	-11.7%	1.8%	-11.4%	-14.7%	14.4%[10 µM]	-7.0%
CC1(C)OCC(COC(=O)Nc2cccnc2)([N+](=O)[O-])CO1	0.0%	9.9%	7.8%	0.0%	3.1%	-6.2%	7.1%	4.3%
COC(=O)COc1ccc(S(=O)(=O)N2CCN(c3ccc(F)cc3)CC2)cc1	-0.2%	?	-23.4%	nt	-9.6%	-13.8%	-9.7%	-13.0%

Looked up one by one from the list above (5):
SMILES	TexasRed fluor	Tau FP inhib	Tau fluor cs	L3MBTL1 inh	TRb SRC2 PPI	RECQ1 inh	HTT cytoprotect	Tau fibril ThT
COC(=O)C1(Cc2ccccc2)NC(c2ccc(F)cc2)C2C(=O)N(C)C(=O)C21 (centres undefined)	-2.3%	1.0%	-2.7%	5.5%[11.4 µM]	-7.4%	5.8%	23.3%[10 µM]	4.6%
CN(C)/N=C/c1cc([N+](=O)[O-])ccc1O	-2.9%	0.3%	-3.6%	-3.8%	4.4%	i	-18.4%	-9.9%
O=C(COC(=O)c1cccnc1Cl)NCc1cccs1	0.7%	-0.1%	2.1%	23.1%	5.2%	-3.3%	-18.5%[10 µM]	-3.6%
Cc1cc(C)c(C#N)c(SC(C(=O)NC(C)(C)C)c2ccccc2)n1 (centres undefined)	1.1%	-2.2%	-15.8%	1.2%	0.6%	-14.8%	-0.1%[10 µM]	-3.3%
O=C(Nc1ccccc1)N(CCN1CCOCC1)Cc1cccc(Cl)c1	-2.2%	-8.0%	-8.3%	8.2%	0.7%	-3.9%	-7.5%[0.074 µM]	-5.7%

New compounds follow
SMILES	TexasRed fluor	Tau FP inhib	Tau fluor cs	L3MBTL1 inh	TRb SRC2 PPI	RECQ1 inh	HTT cytoprotect	Tau fibril ThT
N=C1SCC(=O)N1/N=C/c1ccccc1	-2.0%	-0.2%	-8.9%	nt	-2.7%	1.2%	-57.4%[inhibitor]	-6.9%
Cc1ccc(O)c(NC(=O)c2noc3c2CCCC3)c1	-3.6%	12.8%	?	nt	-2.7%	nt	nt	?
Cc1ccc(-c2ccc(/C=N/N3C(=O)C4C5C=CC(CC5)C4C3=O)o2)c([N+](=O)[O-])c1 (centres undefined)	0.1%	0.0%	?	nt	-4.2%	i	-0.5%	?
CCCN(CCC)S(=O)(=O)c1ccc(C(=O)NCc2ccc3c(c2)OCO3)cc1	-2.1%	-4.2%	-23.7%	nt	-2.2%	-9.5%	-19.2%	-6.7%
CCn1c(SCC(=O)c2cc(C)n(C)c2C)nnc1-c1ccccc1	3.6%	3.1%	-8.9%	nt	-3.0%	-0.7%	-1.2%	-14.7%
COc1ccc(OCC(=O)Nc2ccc(S(=O)(=O)N3CCCCCC3)cc2)cc1	-1.6%	-9.1%	?	nt	-5.3%	?	-8.7%	3.3%
COc1cccc(/C=N/NC(N)=S)c1OCc1ccccc1Cl	-0.4%	-1.1%	-6.1%	-4.4%	-7.5%	-8.3%	nt	-1.6%
COc1ccc(C2=CC(c3cccc(OC)c3)n3nnnc3N2)cc1 (centres undefined)	1.5%	0.8%	3.9%	5.1%	1.0%	-1.4%	0.0%[10 µM]	4.5%
O=C(CSc1nnc(-c2ccccc2Br)o1)N1CCc2ccccc2C1	-0.3%	9.2%	-4.5%	6.2%	-1.2%	-4.5%	-19.5%[10 µM]	?
COc1ccc(OC)c(S(=O)(=O)NCCc2csc(-c3cccc(F)c3)n2)c1	?	-2.9%	-11.9%	nt	-18.3%	nt	nt	-4.1%
C[C@H](CCC(=O)O)C1CC[C@H]2C3CC[C@@H]4C[C@H](O)CC[C@]4(C)C3C[C@H](O)[C@]12C (some centres undefined)	2.8%	-1.4%	3.1%	nt	3.3%	i	-20.1%	-5.2%
O=C(NCc1ccc(F)cc1)C(=O)NCC1OCCN1C(=O)c1ccc(Cl)cc1 (centres undefined)	2.2%	-3.0%	-5.0%	4.8%	2.9%	-0.2%	nt	2.2%
COC(=O)c1ccc(/C=N/OCC(=O)Nc2cc(F)ccc2F)cc1	-8.9%	-14.6%	-11.5%	48.1%	-2.0%	-12.5%	-16.8%	-7.3%
COc1ccc(C(=O)/C(=C/O)N=Nc2ccc(F)cc2)cc1	-5.9%	-9.1%	-29.2%	?	-5.3%	-1.1%	-28.2%[10 µM]	28.2µM*
CCC(=O)c1ccc(OCc2ccc(C(=O)OC)cc2)c(OC)c1	-4.6%	-3.7%	-17.9%	5.7%	-0.5%	-13.2%	-18.3%	?
